Rtt109 HAT inh – inhibitors of Candida albicans Rtt109/Vps75 histone acetyltransferase; Q5AAJ8; purified Rtt109/Vps75, ThioGlo CoA-SH fluorescence, 4 h; inhibition, % at 34.9 µM; actives 0.16% (n = 330,000);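 active = inhibition of at least 50% in every replicate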
cardiac RTF act – cardiac RTF calcium sensitization | activation, % at 7.2 µM | P19429+P45379 | AID 493008 | IANBD-labeled TnC RTF fluorescence at EC20 calcium; 0% EC20 calcium, 100% full calcium | actives 0.24% (n = 340,000);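 active = activation above the mean over all tested compounds plus 3 SD, cut at about 30% in these data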;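 also: rise in fluorescence read as greater calcium sensitivity of cardiac thin filaments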
DAGLB inhibitor – diacylglycerol lipase beta (human) inhibition; Q8NCG7; HEK293T DAGLB membrane lysate, EnzChek fluorogenic substrate; inhibition, % at 5.17 µM; actives 0.059% (n = 340,000); in the data active = inhibition above about 34%;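 also: 0% = enzyme with vehicle and 100% = wells lacking enzyme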
Target sequence (Q8NCG7 whole entry, looked up): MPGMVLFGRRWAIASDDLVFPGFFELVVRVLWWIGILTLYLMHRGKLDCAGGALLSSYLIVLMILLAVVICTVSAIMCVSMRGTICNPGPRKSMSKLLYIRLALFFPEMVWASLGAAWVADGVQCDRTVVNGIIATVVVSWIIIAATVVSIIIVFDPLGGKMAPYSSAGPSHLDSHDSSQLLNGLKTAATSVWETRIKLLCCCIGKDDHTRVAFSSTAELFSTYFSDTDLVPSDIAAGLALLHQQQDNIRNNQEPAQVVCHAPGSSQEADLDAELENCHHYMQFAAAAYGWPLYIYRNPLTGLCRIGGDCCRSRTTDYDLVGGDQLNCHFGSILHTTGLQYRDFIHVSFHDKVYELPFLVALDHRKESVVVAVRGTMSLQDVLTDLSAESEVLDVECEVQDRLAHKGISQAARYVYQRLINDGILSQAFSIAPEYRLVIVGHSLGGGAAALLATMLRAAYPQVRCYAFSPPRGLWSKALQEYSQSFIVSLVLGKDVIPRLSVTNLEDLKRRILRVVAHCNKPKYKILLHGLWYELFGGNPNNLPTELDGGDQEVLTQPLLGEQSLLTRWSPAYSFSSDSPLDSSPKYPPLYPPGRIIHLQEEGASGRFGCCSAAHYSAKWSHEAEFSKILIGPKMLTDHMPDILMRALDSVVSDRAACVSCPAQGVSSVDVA
CAL PDZ FP-1 – inhibitors of human CAL PDZ peptide binding | Q9HD26 | purified CAL PDZ, TMR-peptide fluorescence polarization, 1 h | inhibition, % at 20 µM | actives 0.02% (n = 330,000) | AID 504414;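 active = highest replicate inhibition of at least 40%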;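 also: plate controls were DMSO neutral control wells for no effect and unlabeled competitor peptide control wells for full effect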
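Material – purified CerCALP PDZ construct · Detection – FP readout, S and P plane fluorescence · Measure – percent inhibition from loss of millipolarization · Controls – unlabelled peptide for full inhibition, DMSO wells as neutral · Probe or stimulus – TMR-labelled reporter peptide T*-PRC34 bound in PDZ groove · Times – 1 h at RT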
LANA DNA inh – inhibitors of KSHV LANA C-terminal domain DNA binding. MBP-C-LANA/FAM-LBS DNA binding, fluorescence polarization. inhibition, % at 9 µM. actives 0.078% (n = 340,000);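 active = highest replicate inhibition at or above 60% at 9 µM, even if other replicates fall short; inactive = all replicates below 60% inhibition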;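 also: 0% = neutral control wells and 100% = 4 µM acridine orange control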
PKA-R2B activ – activates the human PKA-R2B holoenzyme complex; actives 0.079% (n = 340,000); AID 504700; P22694+P31323; PKA-R2B holoenzyme dissociation, Cy5-IP20 fluorescence polarization; R2B truncated from residue 108, S112A mutant; 0% DMSO only, 100% 113 µM cGMP; activation, % at 11.4 µM;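 active = activation above a cutoff set at the mean over all compounds plus 3 SD, cut at about 18% in these data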;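 also: higher means more holoenzyme dissociation and a rise in polarization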
Target sequence (P31323 whole entry, looked up, other chains not shown, the tested form may be a part): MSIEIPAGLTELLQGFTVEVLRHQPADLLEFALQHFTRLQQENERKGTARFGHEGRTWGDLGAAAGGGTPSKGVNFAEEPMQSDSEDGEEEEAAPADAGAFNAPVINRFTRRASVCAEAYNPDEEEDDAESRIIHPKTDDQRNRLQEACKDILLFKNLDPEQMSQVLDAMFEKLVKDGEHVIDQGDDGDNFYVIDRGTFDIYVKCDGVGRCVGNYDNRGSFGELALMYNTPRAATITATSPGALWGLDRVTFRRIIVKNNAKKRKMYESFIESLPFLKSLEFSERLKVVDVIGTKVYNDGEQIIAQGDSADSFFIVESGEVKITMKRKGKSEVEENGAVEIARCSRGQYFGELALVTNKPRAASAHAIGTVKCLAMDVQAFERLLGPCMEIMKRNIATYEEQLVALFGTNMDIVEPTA
SR-BI uptake up – SR-BI HDL lipid transfer activation. AID 504775. actives 0.096% (n = 320,000). CHO ldlA[mSR-BI] cells, DiI-HDL uptake fluorescence, 3 h; 100 = double the neutral-control signal. activation, % at 12.5 µM;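 active = mean replicate activation of at least 60% and every replicate at or above 60%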;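 also: 0% = median plate neutral-control signal and 100% = twice that signal; values of inactives mirror those of a sister screen read the other way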
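system = CHO ldlA[mSR-BI] cells, LDL receptor-null, SR-BI overexpressing | medium = Ham's F12 with 0.5% BSA, HEPES 25 mM, pH 7.4 | probe or stimulus = DiI-HDL 10 µg/mL | compound dosing = single-point compound dose | incubation = compound exposure 3 h, 37 °C | technique = DiI fluorescence, bottom read | read-out = cell-associated DiI fluorescence as measure of HDL uptake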
Keap1 Nrf2 FP – disrupts human Keap1 binding to Nrf2 peptide; Keap1 Kelch-Nrf2 peptide fluorescence polarization, 1536-well; actives 0.15% (n = 340,000); inhibition, % at 9.4 µM; AID 504523; in the data active = inhibition above about 12%;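 also: human Keap1 Kelch domain with fluorescein labeled Nrf2 9mer peptide probe; 0% = neutral control wells and 100% = peptide positive control; higher means more block of Keap1 binding to Nrf2 peptide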
CAL PDZ FP-2 – CAL PDZ (human) peptide binding inhibition; Q9HD26; purified CAL PDZ, TMR-peptide fluorescence polarization, 1 h; actives 0.92% (n = 300,000); AID 602252; inhibition, % at 24.9 µM;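 active = mean inhibition of at least 30% with at least half of replicates also reaching 30%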;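 also: 0% = DMSO neutral control and 100% = excess unlabeled competitor peptide PRC23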
RTF Ca sens inh – cardiac RTF calcium desensitization; IANBD-labeled cardiac RTF, Ca2+ fluorescence; actives 0.12% (n = 340,000); P19429+P45379; inhibition, % at 7.15 µM; AID 493244;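 active = inhibition above the mean inhibition of all tested compounds plus 3 SD, cut at about 17% in these data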;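 also: assay run at fixed EC70 calcium of 1.6 mM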
An asterisk follows results filed as active; · = no result given.

1) O=C(N/N=C/c1ccc(O)c([N+](=O)[O-])c1)c1ccncc1
2) CCOc1ccc(C(=O)CCC(=O)NNC(=O)CCN2CCN(c3ccccc3)CC2)cc1
3) Clc1cccc(CSC2=NCCCN2)c1
4) Cc1cccc(NC(=O)c2cccc(OC(=S)N3CCOCC3)c2)c1C
5) Cc1ccc(C)c(OCC(=O)Nc2ccncc2)c1
6) COc1ccc(CNC(=O)c2sccc2-c2ccccc2)cc1OC
7) Cn1c(CC(=O)NN)c(Sc2ccccc2)c2ccccc21
8) COc1ccc(Nc2nnc(Cc3ccncc3)c3ccccc23)c(OC)c1
Assay by compound	1	2	3	4	5	6	7	8
Rtt109 HAT inh	0	-2	-6	-4	-3	-1	-1	-20
cardiac RTF act	-4	-5	-7	-3	0	-4	7	-1
DAGLB inhibitor	-4	-1	-3	-1	0	4	-4	1
CAL PDZ FP-1	-1.2	-2.0	-0.4	-0.1	·	-0.6	0.1	-1.0
LANA DNA inh	-0.4	0.3	0.5	-1.6	1.4	0.9	1.8	-0.5
PKA-R2B activ	-5	6	4	-3	7	-3	-9	0
SR-BI uptake up	·	-18	8	-2	3	2	-5	-23
Keap1 Nrf2 FP	0	-4	-3	0	-4	0	-5	0
CAL PDZ FP-2	1	-2	·	-5	-3	0	3	-3
RTF Ca sens inh	-16	-6	2	0	4	-7	-4	-6

9) CCN(CC(=O)NCc1cccs1)C(=O)c1ccc(NS(=O)(=O)c2ccc(C(C)=O)cc2)cc1
10) Cc1cc(C)c(C#N)c(SCC(=O)NC2CC2)n1
11) Cc1c(C(C)(C)O)[nH]c2cc(C(F)(F)F)ccc12
12) CCCN(CC(=O)Nc1cc(Cl)ccc1Cl)C(=O)c1ccc2n[nH]nc2c1
13) O=C(CCS(=O)(=O)c1cccs1)Nc1ccc(C(=O)NC2CCCC2)cc1
14) O=C(Nc1c(C(=O)N2CCN(c3ccccn3)CC2)oc2ccccc12)c1cccc([N+](=O)[O-])c1
15) O=C(COC(=O)c1ccccc1NCCO)NCCC1=CCCCC1
16) Cc1cccnc1NC(=O)CCn1c(=O)oc2ccccc21
Assay by compound	9	10	11	12	13	14	15	16
Rtt109 HAT inh	16	4	5	7	3	3	-76	2
cardiac RTF act	-6	-5	2	-3	-4	-4	-9	1
DAGLB inhibitor	1	0	4	1	0	-3	1	1
CAL PDZ FP-1	0.4	-0.3	-0.2	-2.1	1.0	-0.9	-1.1	0.1
LANA DNA inh	-0.2	-1.4	0.5	-0.1	0.4	-0.2	1.7	-0.4
PKA-R2B activ	-11	-1	-14	-4	-17	-4	-9	9
SR-BI uptake up	18	17	17	-46	-20	-15	-35	0
Keap1 Nrf2 FP	0	2	-3	-5	0	0	-5	-5
CAL PDZ FP-2	0	-2	2	·	1	3	-3	17
RTF Ca sens inh	-16	2	-3	-5	-1	-1	-5	-3

17) COC(=O)C(C(=O)OC)C(CC(=O)c1ccc(C)cc1)c1cc(OC)c(OC)c(OC)c1 (centres undefined)
18) Cc1cc(C)nc(N(C#N)CCOc2ccc(Cl)cc2)n1
19) CCOC(=O)c1c(CN2CCN(c3ccccc3)CC2)oc2cc(Br)c(O)cc12
20) COc1ccc(CN(C(=O)c2nsc(Cl)c2Cl)C(C(=O)NC2CCCCC2)c2ccc(OC)cc2)cc1 (centres undefined)
21) CC(=O)c1ccc(Nc2nc(-c3cccnc3)cs2)cc1
22) O=S(=O)(Nc1ccc(N=Nc2ccccc2)cc1)c1ccccc1
23) CC(C)=CC(=O)Nc1nnc(C(C)C)s1
24) O=C(CSc1nnc(NC(=O)c2c(F)cccc2F)s1)NCC1CCCO1 (centres undefined)
Assay by compound	17	18	19	20	21	22	23	24
Rtt109 HAT inh	1	13	10	0	-1	-2	-1	-6
cardiac RTF act	1	-6	2	-1	2	-5	2	2
DAGLB inhibitor	-6	-2	2	-9	2	16	-4	-2
CAL PDZ FP-1	1.0	0.1	0.0	-2.5	17	-0.1	-0.8	-2.1
LANA DNA inh	-0.3	-0.9	0.3	-1.2	0.3	0.6	0.1	0.8
PKA-R2B activ	8	-6	-3	-3	14	-7	0	-3
SR-BI uptake up	9	-10	-40	23	-37	8	15	20
Keap1 Nrf2 FP	3	-5	-4	3	-3	-1	2	-1
CAL PDZ FP-2	-2	2	7	-2	-2	-1	0	0
RTF Ca sens inh	-8	-3	-11	-6	0	-1	-7	-6

25) Cc1cccc(NC(=O)NCc2cccnc2)c1C
26) CC1=C(C)CC(C(=O)NC2CCCC2)C(C(=O)O)C1 (centres undefined)
27) CCN(C[C@H]1N[C@@](Cc2ccccc2)(C(=O)OC)[C@H]2C(=O)N(C)C(=O)[C@@H]12)C(=O)c1ccc(C(C)(C)C)cc1
28) Cc1ccc2nc(N(CCN(C)C)C(=O)c3ccc4ccccc4c3)sc2c1
29) CCC1=C(OC(=O)N(CC)CC)N2C(=O)OC(=NCC(=O)OC)[C@]2(Cc2ccccc2)[C@H]2C1=CC[C@H]1C(=O)NC(=O)[C@H]12
30) CCc1ccc(NC(=O)Nc2cc(C(=O)O)ccc2N2CC3CC(C2)c2cccc(=O)n2C3)cc1 (centres undefined)
31) COc1ccc(C(=O)NCC(c2ccc3c(c2)OCO3)N2CCN(c3ccc(OC)cc3)CC2)cc1 (centres undefined)
32) O=C(COC(=O)Cn1[nH]c(=O)c2ccccc2c1=O)NNC(=O)c1ccccc1
Assay by compound	25	26	27	28	29	30	31	32
Rtt109 HAT inh	7	-4	8	10	14	3	-1	-6
cardiac RTF act	0	-1	5	-5	4	-3	2	-7
DAGLB inhibitor	-1	-3	-5	-2	-2	-3	-4	-1
CAL PDZ FP-1	-0.6	-1.6	-0.5	-2.5	-0.7	-1.8	-1.7	-1.7
LANA DNA inh	-0.6	1.6	-0.2	-1.3	-0.4	-0.6	-1.4	-1.0
PKA-R2B activ	3	-3	1	-12	1	-7	-6	2
SR-BI uptake up	1	14	1	-22	-13	17	-23	10
Keap1 Nrf2 FP	3	-1	-2	3	-1	2	0	1
CAL PDZ FP-2	·	-2	-7	-3	0	-5	-4	-3
RTF Ca sens inh	-4	-3	-4	2	-5	7	-9	-8

33) CC(/C=C1\SC(=S)N(CCCC(=O)Nc2ccc(C(=O)O)cc2)C1=O)=C\c1ccccc1
34) COC(=O)[C@H](Cc1ccc(O)cc1)NC(=O)Cn1cnc2c(OCc3ccccc3)ncnc21
35) CCOC(=O)C1(Cc2cccc(Cl)c2)CCCN(CCO)C1 (centres undefined)
36) COc1ccc(-c2oc3ncnc(NCCCN4CCOCC4)c3c2-c2ccc(OC)cc2)cc1
37) COc1ccc(-c2csc(=Nc3c(C)n(C)n(-c4ccccc4)c3=O)n2C(C)(C)C)cc1
38) CCOC(=O)Oc1c(OC)cc(C(=O)O[C@@H]2C[C@@H]3CN4CCc5c([nH]c6cc(OC)ccc56)[C@H]4C[C@@H]3[C@H](C(=O)OC)[C@H]2OC)cc1OC
39) Cc1ccsc1C(=O)Nc1ccc2c(c1)OCCO2
40) COc1ccc(CNC(=O)CN2C(=O)NC3(CCCCCCC3)C2=O)cc1
Assay by compound	33	34	35	36	37	38	39	40
Rtt109 HAT inh	-3	-4	-2	10	·	-5	15	3
cardiac RTF act	-2	-9	2	-5	2	7	11	1
DAGLB inhibitor	6	-2	-2	2	0	2	-2	0
CAL PDZ FP-1	-3.0	0.4	-0.5	0.1	-1.4	2.4	-0.4	-1.0
LANA DNA inh	85*	-0.1	-1.4	0.3	1.7	-0.7	1.0	1.5
PKA-R2B activ	3	0	-7	1	-4	3	1	-5
SR-BI uptake up	-18	12	-11	-34	-4	-70	13	7
Keap1 Nrf2 FP	-3	1	-4	0	0	-3	-5	-1
CAL PDZ FP-2	-4	-7	·	0	-2	0	0	-2
RTF Ca sens inh	-3	1	-5	-5	-3	-2	8	2

41) CCOC(=O)c1c(C)n(C)c2ccc(OC)c(NC(=O)CCN3CCC(Cc4ccccc4)CC3)c12
42) CCOC(=O)Cc1csc(NC(=O)c2cccs2)n1
43) CCOc1cc(C(=O)N/N=C/c2ccsc2)cc(OCC)c1OCC
44) Cc1nnc(NC(=O)c2csc3c2CCC(C)C3)s1 (centres undefined)
45) CC1CC(=O)N(CC(=O)NCc2ccc3c(c2)OCO3)c2ccccc2S1 (centres undefined)
46) Cc1ccccc1NC(=O)c1sc(Cl)nc1-c1ccccc1
47) Cc1ccc(CN2CCN(C3CCCC3)C(CCO)C2)s1 (centres undefined)
48) O=C1/C(=C/c2ccccc2)Oc2cc(OC(=O)N3CCOCC3)ccc21
Assay by compound	41	42	43	44	45	46	47	48
Rtt109 HAT inh	-1	2	3	-8	-4	3	3	3
cardiac RTF act	6	0	3	6	6	-3	-1	-13
DAGLB inhibitor	1	-3	-12	1	0	-7	1	-1
CAL PDZ FP-1	-0.1	·	-1.1	-1.7	-0.8	-1.7	-0.7	-2.2
LANA DNA inh	2.2	-1.3	0.6	-0.1	0.1	0.3	0.1	-0.8
PKA-R2B activ	-19	7	-10	-6	-3	-6	-11	11
SR-BI uptake up	-22	2	-36	0	4	-32	4	22
Keap1 Nrf2 FP	0	-3	1	-5	-2	-2	1	2
CAL PDZ FP-2	·	-3	0	1	2	-1	-4	-3
RTF Ca sens inh	-1	-2	-2	4	-1	9	3	-6

49) Cc1nc2ccc(F)cc2cc1C(=O)NCc1ccco1
50) O=C(CN1C(=O)C2C3C=CC(C3)C2C1=O)OCC(=O)c1ccc(Cl)cc1 (centres undefined)
51) NC(=O)[C@@H]1CCCN1Cc1nc(-c2ccc(C(F)(F)F)cc2)no1
52) Cn1c(=O)c(=O)n(C)c2cc(S(=O)(=O)N3CCOc4ccccc43)ccc21
Assay by compound	49	50	51	52
Rtt109 HAT inh	2	-2	·	-5
cardiac RTF act	5	-4	1	0
DAGLB inhibitor	1	-3	1	1
CAL PDZ FP-1	-0.6	0.1	-2.8	-0.7
LANA DNA inh	1.4	-0.4	-0.8	-1.4
PKA-R2B activ	3	-9	4	2
SR-BI uptake up	19	8	-4	·
Keap1 Nrf2 FP	-2	-1	0	-5
CAL PDZ FP-2	5	74*	-2	-2
RTF Ca sens inh	10	1	-10	5

Reprinted at random: 3 compounds from above.
51) NC(=O)[C@@H]1CCCN1Cc1nc(-c2ccc(C(F)(F)F)cc2)no1
52) Cn1c(=O)c(=O)n(C)c2cc(S(=O)(=O)N3CCOc4ccccc43)ccc21
49) Cc1nc2ccc(F)cc2cc1C(=O)NCc1ccco1
Assay by compound	51	52	49
Rtt109 HAT inh	·	-5	2
cardiac RTF act	1	0	5
DAGLB inhibitor	1	1	1
CAL PDZ FP-1	-2.8	-0.7	-0.6
LANA DNA inh	-0.8	-1.4	1.4
PKA-R2B activ	4	2	3
SR-BI uptake up	-4	·	19
Keap1 Nrf2 FP	0	-5	-2
CAL PDZ FP-2	-2	-2	5
RTF Ca sens inh	-10	5	10
